hiPSC survival: enhancers of single-cell hiPSC survival, primary screen, ATPlite luminescence | AID 602274, 2012 | 360,000 compounds, 0.044% hits | 100% = ROCK inhibitor wells, 0% = DMSO | survival enhancement, % at 20 µM; in the data active = survival enhancement above about 18%;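 also: cells exposed to compounds for 16 hours before the ATP read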
LMP1 NFkB inh: EBV LMP1-driven NF-kappaB luciferase reporter inhibitors, primary screen, cell-based, luminescence, single point; LMP1-induced NF-kappaB luciferase reporter cells; 350,000 compounds, 0.69% hits; inhibition, % at 12.5 µM; in the data active = inhibition above about 41%;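 also: 0% = neutral control wells and 100% = reference inhibitor control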
CF NFkB inh: inhibitors of PAF-induced NF-kB signaling, primary screen, cell-based, GFP fluorescence, uHTS; KKLEB NF-kB-GFP reporter, GFP fluorescence overnight; inhibition, % at 5 µM; 360,000 compounds, 0.86% hits;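 active = at least 50% inhibition at 5 µM, scaled per plate between neutral and stimulator controls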;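 also: PAF is a Pseudomonas aeruginosa culture filtrate used as stimulus; plate controls were PAF-stimulated DMSO wells for no effect and unstimulated DMSO wells for full effect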
NR2E3 ag-1: inhibitors of NR2E3-RetCOR corepressor binding, primary screen, NR2E3 agonist project, biochemical, TR-FRET, GST-NR2E3, biotin-RetCOR. 1536-well. inhibition of corepressor binding, % at 4.78 µM. 320,000 compounds, 0.12% hits. AID 2300, 2010. Photoreceptor-specific nuclear receptor (Homo sapiens), Q9Y5X4;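 active = percent inhibition above the cutoff of mean plus 3 SD of all tested compounds, set per screening campaign, cut at about 20% in these data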;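 also: 0% = DMSO wells and 100% = biotin wells as full block of FRET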
Target sequence (Q9Y5X4 whole entry, looked up): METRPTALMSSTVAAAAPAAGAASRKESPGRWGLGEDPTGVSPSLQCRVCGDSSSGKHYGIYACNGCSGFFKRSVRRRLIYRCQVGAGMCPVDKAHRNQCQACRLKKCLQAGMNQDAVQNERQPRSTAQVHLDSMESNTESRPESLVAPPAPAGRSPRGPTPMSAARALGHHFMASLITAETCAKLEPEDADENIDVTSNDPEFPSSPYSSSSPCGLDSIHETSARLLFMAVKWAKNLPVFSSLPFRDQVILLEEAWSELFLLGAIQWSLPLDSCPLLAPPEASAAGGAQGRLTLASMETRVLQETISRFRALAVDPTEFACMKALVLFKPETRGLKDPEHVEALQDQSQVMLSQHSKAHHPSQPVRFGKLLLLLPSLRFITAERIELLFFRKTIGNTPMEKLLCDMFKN
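Assay system: NR2E3–RetCOR corepressor complex. Quantity: 1.35 nM GST-NR2E3. Buffer or medium: pH 7.5 Tris-based buffer. Reagent: biotinylated RetCOR corepressor at 7 nM final. Schedule: 5 h at 4 °C. Detection: TR-FRET, emission read at 617 and 671 nm. Replicates: one well per compound, singlicate testing.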
NR2E3 ag-2: NR2E3 agonists in two-hybrid cells, primary screen, cell-based, luminescence, CHO-S, Gal4-NCOR/VP16-NR2E3. luciferase. inhibition of corepressor binding, % at 3.98 µM. 360,000 compounds, 0.35% hits. AID 602229, 2012;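 active = inhibition above the mean of all tested compounds plus 3 SD, cut at about 70% in these data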;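 also: 0% = DMSO with NR2E3 transfected cells and 100% = cells lacking NR2E3 construct; higher means lower luciferase signal from less NR2E3 corepressor binding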
C8 TRAIL sens: viability loss with TRAIL in NB7+C8 cells, primary screen, TRAIL sensitizer project, cell-based, ATPlite luminescence; 360,000 compounds, 1% hits; AID 624354, 2012; inhibition (viability loss, TRAIL sensitization), % at 10 µM;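 active = compounds causing at least 50% loss of cell viability in the single-dose screen, relative to plate controls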
Shn3 inh set2: reduction of Shn3 3'UTR firefly luciferase signal, primary screen, Schnurri-3 inhibitor project, cell-based, Clone20 osteoblasts, set 2 | Clone20 osteoblast Shn3 3'UTR firefly luciferase, 24 h | inhibition, % at 12.5 µM | 360,000 compounds, 0.52% hits;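 active = mean inhibition of at least 75% with every replicate also reaching 75%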;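 also: 0% = median of neutral control wells and 100% = pilot-screen positive control compound; some compounds past the cut are filed as inactive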
Peg3 promoter: Peg3 promoter-driven luciferase inhibitors, primary screen, cell-based, HeLa, luciferase luminescence | HeLa PEG-Prom luciferase reporter, overnight | inhibition, % at 20 µM | 360,000 compounds, 1.7% hits;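 active = inhibition of at least 50% at 20 µM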
KKLEB cytotox: cytotoxicity in KKLEB CF airway cells, primary screen, cytotoxicity control for CF NF-kB inhibitor project, cell-based, uHTS, fluorescence assay plates. activity change (cytotoxicity), % at 5 µM. AID 602141, 2011. KKLEB CF airway cells viability, ATPlite luminescence, overnight; hits give low values; cells stimulated with P. aeruginosa culture filtrate. 360,000 compounds, 0.36% hits;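 active = corrected activity change at or below -50% at 5 µM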
HIF-2a block: HIF-2a reporter inhibitors, primary screen, luminescence, 786-0 RCC cells; 360,000 compounds, 0.72% hits; AID 624352, 2012; 786-0 RCC cells HIF-2a reporter, luciferase luminescence, overnight; inhibition, % at 18.8 µM;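 active = inhibition of the luminescence signal of 40% or more relative to plate controls, in a single-dose primary screen at 18.75 µM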
MITF TRPM1 inh: inhibitors of MITF-dependent TRPM1 promoter reporter, primary screen, cell-based, SK-MEL-5, single point, luciferase. inhibition, % at 12.5 µM. 330,000 compounds, 0.83% hits. SK-MEL-5 TRPM1 promoter luciferase, 24 h. AID 488899, 2010;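 active = mean inhibition across replicates of 60% or more, whatever share of single replicates reaches that level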; also: values of inactives mirror those of a sister screen read the other way
Starred values were filed as active, the others as inactive; nt = not tested or not shown.

The opening 5 records, to show the layout:
SMILES	hiPSC survival	LMP1 NFkB inh	CF NFkB inh	NR2E3 ag-1	NR2E3 ag-2	C8 TRAIL sens	Shn3 inh set2	Peg3 promoter	KKLEB cytotox	HIF-2a block	MITF TRPM1 inh
O=C(Cc1cccc(NC(=O)C2CCCN(C(=O)C3CCC3)C2)c1)Nc1cccc(C(=O)N2CCCC2)c1 (stereo unspecified)	0.2	3	-39	-1	-3	3	-5	-5	30	6	4
O=C(CN1C(=O)c2ccccc2C1=O)NC1(C(=O)O)CCCC1	5.4	-5	10	nt	-47	6	-12	-14	-5	10	5
COCc1cc(C)n(CC(=O)NCc2ccccc2)c(=O)c1C#N	2.6	4	16	-4	-18	-5	-10	-16	8	7	10
O=S(=O)([N-]c1nc2ccccc2nc1-[n+]1ccccc1)c1ccc(Cl)cc1	6.6	3	-15	-1	14	3	1	2	2	18	3
Cc1ccc2nc(N(CCCN(C)C)C(=O)c3ccc(Br)s3)sc2c1	0.9	-10	-6	8	18	11	-17	-36	-6	-15	-6

The listing, previewed entries included:
SMILES	hiPSC survival	LMP1 NFkB inh	CF NFkB inh	NR2E3 ag-1	NR2E3 ag-2	C8 TRAIL sens	Shn3 inh set2	Peg3 promoter	KKLEB cytotox	HIF-2a block	MITF TRPM1 inh
O=C(Cc1cccc(NC(=O)C2CCCN(C(=O)C3CCC3)C2)c1)Nc1cccc(C(=O)N2CCCC2)c1 (stereo unspecified)	0.2	3	-39	-1	-3	3	-5	-5	30	6	4
O=C(CN1C(=O)c2ccccc2C1=O)NC1(C(=O)O)CCCC1	5.4	-5	10	nt	-47	6	-12	-14	-5	10	5
COCc1cc(C)n(CC(=O)NCc2ccccc2)c(=O)c1C#N	2.6	4	16	-4	-18	-5	-10	-16	8	7	10
O=S(=O)([N-]c1nc2ccccc2nc1-[n+]1ccccc1)c1ccc(Cl)cc1	6.6	3	-15	-1	14	3	1	2	2	18	3
Cc1ccc2nc(N(CCCN(C)C)C(=O)c3ccc(Br)s3)sc2c1	0.9	-10	-6	8	18	11	-17	-36	-6	-15	-6
N/C(=N\OC(=O)CCCOc1ccccc1)c1ccc([N+](=O)[O-])cc1	-0.7	8	12	2	-26	6	-7	1	-2	9	11
Cc1cc(OCc2cc(C(=O)N3CCN(C)C(=O)[C@@H]3C)no2)cc(C)c1Cl	-0.5	6	5	-1	48	7	39	0	-9	-7	4
CC(C)Oc1ccc(CNC(=O)CC(c2ccccc2)c2cc(Cl)ccc2O)cc1 (stereo unspecified)	-0.4	-2	7	7	-12	3	1	34	-11	7	14
COc1cccc(-c2ocnc2C(=O)Nc2ccc(N3CCOCC3)cc2N2CCOCC2)c1	0.5	8	-2	4	4	-9	21	22	7	17	4
c1ccc(-n2nnc3cnccc32)cc1	-1.1	-8	25	1	-11	-4	3	-17	7	-7	-16
COc1ccccc1N(CC(=O)NC(C)(C)C)C(=O)C1CSC(=O)C1 (stereo unspecified)	1.4	0	16	-2	-37	3	5	6	-2	15	-16
Cc1cc(C)c(OCC(=O)Nc2ccc(S(=O)(=O)N3CCCC3)cc2)c(C)c1	0.0	1	21	-1	20	-11	23	20	4	16	14
COCCn1c(=S)[nH]c2sc3c(c2c1=O)CCCC3	0.0	5	2	10	-5	19	-6	0	3	7	5
COc1cccc(C(=O)NCC2(c3ccccc3)CCCC2)c1	4.1	9	8	1	-6	-5	4	6	-13	20	15
CN(C)C(CNC(=O)C1CC(=O)N(c2cccc(C(F)(F)F)c2)C1)c1ccccc1 (stereo unspecified)	0.2	1	-17	nt	-19	2	0	-5	11	-6	nt
CCOc1ccc(C(C)=O)cc1COC(=O)c1cnc(Cl)c(Cl)c1	14	-3	-7	-1	-33	64*	-15	31	2	10	1
COc1ccc(NS(=O)(=O)c2cccc3nonc23)c(OC)c1	0.7	2	8	-2	-8	-10	14	1	1	14	-1
CC(NC(=O)OCc1ccccc1)C(=O)N1CC(O)CC1C(=O)O (stereo unspecified)	-0.4	4	-15	nt	-4	-8	4	4	3	19	-5
CN(C)C(=O)c1ccc(NC(=O)COC(=O)C2=COCCO2)cc1	1.0	-4	5	-1	-11	2	-6	-10	16	5	0
O=C(O)COc1ccc(Br)cc1/C=C1/SC(=O)N(CC(=O)N2CCCC2)C1=O	-0.4	-4	5	-1	7	6	19	8	-2	8	2
COc1ccccc1C(=O)NC(=S)Nc1ccccc1N1CCCCC1	-0.5	-21	14	0	-17	-2	5	20	-11	-66	31
COc1ccc(NC(=O)COC(=O)Cn2nnc3ccccc32)cc1	-1.8	-4	-8	-1	-8	-1	-20	-1	-23	14	-6
COc1cc(OC)cc(C(=O)NCC(=O)N2CCN(c3ccc(O)cc3)CC2)c1	-0.4	0	-12	-1	5	9	-24	13	7	0	19
CCCn1c(=O)c(C(=O)OCC)c(O)c2cc(Br)ccc21	1.3	8	-16	-1	2	-4	13	-6	6	13	3
CC1CCCC(NC(=O)COC(=O)c2cc(S(=O)(=O)N3CCOCC3)ccc2F)C1C (stereo unspecified)	0.3	4	25	5	-4	-1	3	3	-12	6	nt

Three compounds out of the list above, arranged by the value under HIF-2a block, rising.
canonical_smiles | LMP1 NFkB inh | CF NFkB inh | NR2E3 ag-1 | NR2E3 ag-2 | Shn3 inh set2 | Peg3 promoter | HIF-2a block | MITF TRPM1 inh
CC1CCCC(NC(=O)COC(=O)c2cc(S(=O)(=O)N3CCOCC3)ccc2F)C1C (stereo unspecified) | 4 | 25 | 5 | -4 | 3 | 3 | 6 | nt
CCOc1ccc(C(C)=O)cc1COC(=O)c1cnc(Cl)c(Cl)c1 | -3 | -7 | -1 | -33 | -15 | 31 | 10 | 1
O=S(=O)([N-]c1nc2ccccc2nc1-[n+]1ccccc1)c1ccc(Cl)cc1 | 3 | -15 | -1 | 14 | 1 | 2 | 18 | 3

The list goes on.
SMILES	hiPSC survival	LMP1 NFkB inh	CF NFkB inh	NR2E3 ag-1	NR2E3 ag-2	C8 TRAIL sens	Shn3 inh set2	Peg3 promoter	KKLEB cytotox	HIF-2a block	MITF TRPM1 inh
COc1cc2c(cc1OC)CN(CC(=O)Nc1ccc(F)cc1F)CC2	-0.8	4	-5	-6	-24	-19	-8	-22	2	-72	4
COc1ccc(-c2c(-c3ccccc3OC)sc3ccccc23)cc1C=O	-2.0	-7	-15	4	-19	10	-8	-54	-1	-92	-13
O=C(CCN1C(=O)c2ccccc2C1=O)Nc1ccc2c(c1)OCCO2	4.9	-2	-2	1	-10	-5	-18	5	4	9	-6
Cc1ccc2c(c1)N(S(=O)(=O)c1ccc(F)cc1)C(C(C)(C)C)CO2 (stereo unspecified)	-1.7	13	5	4	-6	-26	12	28	-14	15	-5
O=C(O)COc1ccc(/C=C/C(=O)c2ccc(C3CCCCC3)cc2)cc1	-0.7	-15	-24	4	-38	43	-2	-204	-4	-113	-13
O=C(Cc1ccccc1)Nc1cccc([N+](=O)[O-])c1	2.0	8	7	3	-11	-2	-21	-1	-9	-3	3
CN1CCN(c2ccc(NC(=S)NC(=O)c3cccc4c(Br)cccc34)cc2)CC1	0.2	0	9	3	-18	20	10	-22	-5	-14	-8
CCOC(=O)NC1(C(F)(F)F)NC(=O)N(Cc2ccco2)C1=O (stereo unspecified)	-1.4	3	16	-4	-7	7	11	19	-7	13	11
CC(=NNC(=O)c1cccc(S(=O)(=O)N2CCCC2)c1)c1ccccc1	1.6	-16	-9	nt	7	-7	-58	-73	9	-1	5
COc1ccc(/C=N/Nc2nc(Nc3ccccc3)nc(N3CCCCC3)n2)cc1OC	-1.9	-11	-12	-1	-34	26	-78	-43	1	-143	-68
CCOc1ccc(NC(=O)CCSc2ccc3ccccc3n2)cc1	-0.1	-20	-25	3	-14	-7	0	-54	8	-83	2
CCn1c(SCC(=O)C(C)(C)C)nnc1-c1cnccn1	-0.9	-1	-20	-1	-2	2	5	-1	8	-5	-5
CCC1(c2ccccc2)NC(=O)N(CC(=O)N(c2ccccc2)C2CCS(=O)(=O)C2)C1=O (stereo unspecified)	-0.8	-17	-4	nt	-8	0	-4	8	3	-1	-2
Cc1ccc(Nc2nc(C)cc(C)c2C(N)=O)c(C)c1	0.3	1	-5	6	-12	-9	7	7	-2	16	18
COCCN(Cc1nc(C(c2ccccc2)c2ccccc2)no1)C(C)C	-0.1	-2	-28	0	-6	-3	-20	8	0	15	1
COc1ccc(C2=NN(c3nc4ccccc4s3)C(=O)C2)cc1	0.0	8	-16	-1	-13	2	3	-7	-14	-8	20
O=S(=O)(Nc1cccc(-c2ccc(N3CCCCCC3)nn2)c1)c1ccccc1F	-0.2	-9	2	2	-44	23	-110	-195	11	-178	-73

Complete entries, looked up by structure. Values in the order: hiPSC survival, LMP1 NFkB inh, CF NFkB inh, NR2E3 ag-1, NR2E3 ag-2, C8 TRAIL sens, Shn3 inh set2, Peg3 promoter, KKLEB cytotox, HIF-2a block, MITF TRPM1 inh
Record of Cc1ccc(Nc2nc(C)cc(C)c2C(N)=O)c(C)c1 → 0.3, 1, -5, 6, -12, -9, 7, 7, -2, 16, 18
Record of O=S(=O)(Nc1cccc(-c2ccc(N3CCCCCC3)nn2)c1)c1ccccc1F → -0.2, -9, 2, 2, -44, 23, -110, -195, 11, -178, -73
Record of CCC1(c2ccccc2)NC(=O)N(CC(=O)N(c2ccccc2)C2CCS(=O)(=O)C2)C1=O (stereo unspecified) → -0.8, -17, -4, nt, -8, 0, -4, 8, 3, -1, -2

This is a subset; the hit share may differ from the screen's.
